Compound activity (PubChem BioAssay)
IDH1 R132H inh: blocks human mutant IDH1 R132H enzyme. Potency, µM (top dose mostly 76.6 µM), without a hit: at the top dose activity change, negative = inhibition, hits mostly inhibitors. AID 602179. IDH1-R132H enzyme, NADPH consumption, diaphorase/resazurin fluorescence. 390,000 tested, 0.093% active. O75874; note: potency is the fitted concentration of half-maximal effect; % is set by controls: 0 for no effect and ±100 for the full control effect; nearly all actives have a fitted effect of over 65% in size
Target sequence (O75874 whole entry R132H, stated change not applied): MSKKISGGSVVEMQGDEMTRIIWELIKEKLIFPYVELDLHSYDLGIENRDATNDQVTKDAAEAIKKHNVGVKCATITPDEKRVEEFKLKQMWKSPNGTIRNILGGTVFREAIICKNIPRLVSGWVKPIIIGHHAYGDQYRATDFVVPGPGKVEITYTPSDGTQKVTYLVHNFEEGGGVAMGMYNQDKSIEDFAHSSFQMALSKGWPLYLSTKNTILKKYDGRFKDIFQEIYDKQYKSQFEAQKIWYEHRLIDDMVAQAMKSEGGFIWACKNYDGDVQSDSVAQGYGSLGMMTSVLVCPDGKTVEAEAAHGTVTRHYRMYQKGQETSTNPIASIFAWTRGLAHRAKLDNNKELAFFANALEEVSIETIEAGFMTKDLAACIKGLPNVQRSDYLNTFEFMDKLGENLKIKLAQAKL
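IDH1-R132H (0.5 ug/mL) preincubated 30 min with compound, then NADPH (0.016 mM) and alpha-KG (2 mM) added; 80 min at RT, pH 7.5. Remaining NADPH coupled via diaphorase/resazurin to fluorescence (540/590 nm); concentration-response curves normalized to no-enzyme control.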
TrxR1 substrate: substrates of rat thioredoxin reductase 1; O89049; purified TrxR1 substrate turnover, NADPH consumption readout; Potency, µM (titrated, usually from 114 µM), for the others: at the highest dose activity change, negative = substrate turnover; 390,000 tested, 0.01% active; AID 588456; note: potency is the fitted concentration of half-maximal effect; % is set by controls: 0 for no effect and ±100 for the full control effect; nearly all actives have a fitted effect of over 50% in size
Target sequence (O89049 whole entry, looked up): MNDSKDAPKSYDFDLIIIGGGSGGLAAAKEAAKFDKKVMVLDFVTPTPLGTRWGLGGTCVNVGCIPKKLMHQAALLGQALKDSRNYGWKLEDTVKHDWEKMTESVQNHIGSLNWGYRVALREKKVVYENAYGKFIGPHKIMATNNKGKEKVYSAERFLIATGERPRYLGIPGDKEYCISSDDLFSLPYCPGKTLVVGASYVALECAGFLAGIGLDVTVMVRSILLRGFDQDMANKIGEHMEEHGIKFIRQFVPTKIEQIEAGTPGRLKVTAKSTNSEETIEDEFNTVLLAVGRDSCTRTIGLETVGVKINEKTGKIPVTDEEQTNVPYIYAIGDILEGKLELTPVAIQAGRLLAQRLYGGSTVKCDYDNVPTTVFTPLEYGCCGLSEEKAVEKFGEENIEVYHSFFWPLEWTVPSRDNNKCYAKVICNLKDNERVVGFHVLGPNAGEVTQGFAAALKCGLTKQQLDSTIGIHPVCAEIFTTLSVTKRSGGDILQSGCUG
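Rat TrxR1, dispensed at 90 nM, was prereduced with 400 uM NADPH (final) for 5 min at ~22 deg C, then incubated with compound 15 min before 400 uM selenite. A first-read NADPH fluorescence drop versus no-compound background flagged substrates.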
RGS4 inhibitor: blocks human RGS4-accelerated GTP hydrolysis; Transcreener GDP fluorescence polarization, RGS4-accelerated GTP hydrolysis; 390,000 tested, 0.039% active; P49798; Potency, µM (doses to about 114 µM), for inactives: at the highest dose activity change, negative = inhibition, most hits filed as inhibitors; note: potency is the fitted concentration of half-maximal effect; % is set by controls: 0 for no effect and ±100 for the full control effect; nearly all actives have a fitted effect of over 75% in size; some results filed as inactive show a strong effect at the top dose
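MLSMR compounds (23 nl, pin-transferred) preincubated 10 min at room temperature with a 500nM (2x) first reagent, then RGS4 at 900nM (2x) plus Transcreener GDP mix added; fluorescence polarization (620/688 nm) read before and after 90 min at 30 °C.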
Glioma ERSR ind: induces the endoplasmic reticulum stress response in human glioma cells; U87-MG GRP78 promoter luciferase reporter, 16 h; Potency, µM, inactives show at the highest dose activation, hits mostly activators; 420,000 tested, 0.02% active; note: potency is the fitted concentration of half-maximal effect; series mostly up to about 76 µM; % of control where 0% means no effect; nearly all actives have a fitted effect of over 35% in size
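Stably transfected U87-MG human glioma cells carrying a GRP78-based luminescent sensor were seeded at 1000 cells/well, pin-dosed with compounds and incubated 16 h. Luciferase reagent was then added, and end-point luminescence was read after 10 min at room temperature.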
Vif-APOBEC3F blk: inhibitors of Vif-A3F interaction; HeLa A3F-eYFP + Vif (tagged APOBEC3F with the HIV-1 protein that degrades it), YFP fluorescence increase; 390,000 tested, 0.2% active; Potency, µM (series often up to 46.1 µM), for inactives: top-dose activity, negative = active; AID 602313; note: potency is the fitted concentration of half-maximal effect; % of control where 0% means no effect; nearly all actives have a fitted effect of over 65% in size
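Fluorescence increase (Ex 488/Em 500-530) after overnight compound treatment at 37 deg C flags inhibition of Vif-driven A3F-eYFP loss in stable HeLa A3F-eYFP/Vif cells seeded overnight beforehand.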
USP1-UAF1 inh: blocks the human USP1/UAF1 deubiquitinase complex. recombinant USP1/UAF1, Ub-Rhodamine cleavage fluorescence. Potency, µM (top dose mostly 57.1 µM), for inactives: at the top dose activity change, negative = inhibition, usual class: inhibitors. 390,000 tested, 0.23% active; note: potency is the fitted concentration of half-maximal effect; % is set by controls: 0 for no effect and ±100 for the full control effect; nearly all actives have a fitted effect of over 60% in size; inactives centre near -12
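USP1/UAF1 complex (1 nM) preincubated 15 min at room temperature with compound, then Ub-Rho substrate (150 nM final) added. Kinetic fluorescence at 480/540 nm over 6 reads at 60 s intervals; 50 mM HEPES pH 7.8, 0.5 mM EDTA, 0.1 mg/ml BSA, 1 mM TCEP, 0.01% Tween-20.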
LDHA block: blocks human lactate dehydrogenase A; P00338; purified LDHA, NADH/diaphorase-resazurin fluorescence; hits give low values; activity change, % (values are at about 110 or 230 µM); 480,000 tested, 0.15% active; AID 1347041; in the data active = activity change below about -30%; inconclusive = mostly about -25% to -30%;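 note: plate controls were DMSO wells for no effect and wells without enzyme for full effect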
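Resorufin fluorescence (ex540/em590), read at 0 and 20 min after diaphorase/resazurin addition, reports the NADH left after a 5 min room-temperature reaction of 2 nM human LDH5 with 0.06 mM NADH and 0.2 mM pyruvate.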
Vif-A3G inh: Vif-A3G binding inhibition; Potency, µM (titrated, usually from 46.1 µM), for inactives: at the top dose activity, negative = active, hits mostly inhibitors; 410,000 tested, 0.076% active; HeLa A3G-eYFP + Vif (tagged APOBEC3G with the HIV-1 protein that degrades it), YFP fluorescence, overnight; Q9HC16;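 note: potency is the fitted concentration of half-maximal effect; % is set by controls: 0 for no effect and ±100 for the full control effect; nearly all actives have a fitted effect of over 60% in size; hits raise eYFP signal because A3G escapes Vif-driven loss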
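Read-out is eYFP fluorescence (Ex 488/Em 500-530) from Vif-expressing HeLa A3G-eYFP cells; more signal means A3G escaped Vif-mediated degradation. Cells plated overnight, compound pinned in, incubated overnight at 37 deg C.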
rTrxR1 inhibitor: blocks rat thioredoxin reductase 1; O89049; recombinant rTrxR1, NADPH fluorescence consumption, selenite substrate; Potency, µM (series often up to 114 µM), without a hit: at the top dose activity change, negative = inhibition, actives largely listed as inhibitors; 390,000 tested, 1% active; note: potency is the fitted concentration of half-maximal effect; % is set by controls: 0 for no effect and ±100 for the full control effect; nearly all actives have a fitted effect of over 65% in size
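Rat TrxR1 (90 nM in the dispensed reagent) was pre-reduced with 400 uM NADPH for 5 min at room temperature, then incubated with compound for 15 min. After 400 uM selenite was added, NADPH fluorescence (Ex 340/Em 450 nm) was followed for 8 min.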
The depositor's hits bear a star; ? = inconclusive; nt = no result given; & = joins results of further samples; [ ] = dose if it differs, or a comment. Unless noted, calls come from the whole dose curve; as a rule, active = well fitted curve in the direction sought with a large enough effect; inconclusive = small, poorly fitted or top-dose-only effect, or another doubt; inactive = no such curve, though single readings can be large; an effect the other way counts as inactive or inconclusive.

Sequence of screens: Vif-A3G inh	TrxR1 substrate	Vif-APOBEC3F blk	RGS4 inhibitor	USP1-UAF1 inh	IDH1 R132H inh	Glioma ERSR ind	rTrxR1 inhibitor	LDHA block
CC(C)C(C)(C#N)NC(=O)CSc1nnc(-c2ccccc2)o1 (stereo not drawn)
 : 0%	-24%[57.1 µM]	-4%	1%	-10%	9%	-1%	5%[57.1 µM]	-2
c1ccc(CCSc2nccn2-c2ccccc2)cc1
 : -8%	-3%	-1%	-3%	-9%	6%	6%	-3%	-5
COc1ccc(-c2cc(C(F)(F)F)nc(S(=O)(=O)CCCC(=O)Nc3cccnc3Cl)n2)cc1OC
 : 5%	-12%[57.1 µM]	3%	?	-9%	9%	-18%	-77%	4
CN(C)c1ccc(/C=C/c2cncc3ccccc23)cc1
 : 1%	3%	nt	nt	nt	nt	1%	-12%	1
CCCN(CCC)Cc1c(C(=O)N/N=C/c2c[nH]c3ccccc23)nnn1-c1nonc1N
 : 1%	-8%	-22%	-14%	-12%	8%	1%	-12%	7
O=C(c1ccco1)C(O)c1ccco1 (stereo not drawn)
 : -2%	10%[57.1 µM]	0%	-6%	?	2%	-3%	4%[57.1 µM]	-9
O=C(CNC(=O)C1CCCCC1)Nc1ccccc1
 : 0%	-7%	-8%	9%	-13%	0%	-1%	-16%	2
CC1CC(C)CN(C(=O)c2cc3ccccc3o2)C1 (stereo not drawn)
 : -4%	1%	-13%	13%	-10%	0%	7%	7%	-6
CC(C)n1c(N)c(C#N)c2ccc([N+](=O)[O-])cc2c1=O
 : -14%	-9%	?	21%	-16%	-3%	-4%	-8%	-14
COc1ccccc1-n1ccnc1SCC(=O)NCc1ccco1
 : 4%	-13%	-1%	-43%	-1%	-6%	11%	7%[57.1 µM]	-7
C=CCC1C=CCC(CC=C)N1C(=O)c1ccccc1[N+](=O)[O-] (stereo not drawn)
 : 0%	8%	6%	-18%	-17%	3%	-5%	16%	-5
COc1ccccc1C(=O)Nc1ccc2c(c1)nc(CCNC(=O)c1ccco1)n2C
 : ?	10%[57.1 µM]	-9%	-26%	-8%	9%	1%	30%[57.1 µM]	-11
COC(=O)CSc1nnc(-c2ccc(NS(=O)(=O)c3ccccc3)cc2)o1
 : -3%	10%[57.1 µM]	1%	-3%	-27%	3%	-16%	-2%	-7
Cc1cc(Nc2ccc3c(c2)OCCO3)c2cc(Cl)ccc2n1
 : 0%	-13%	-9%	26%	-3%	5%	-8%	-11%	-5
NS(=O)(=O)c1ccc(CNC(=O)/C=C/c2ccco2)cc1
 : 9%	5%	-17%	-47%	2%	1%	4%	18µM*	-3
CCC(=O)Nc1ccc(NC(=O)C23CC4CC(CC(C4)C2)C3)cn1
 : 1%	7%[57.1 µM]	-6%	5%	-1%	-3%	3%	5%	4
O=C(NCC(=O)N(CC1CCCO1)C(C(=O)NC1CCCCC1)c1ccccc1)c1ccco1 (stereo not drawn)
 : -1%	6%	-1%	16%	-5%	3%	-1%	18%	-1
CCn1c(=O)n(CC)c2cc([N+](=O)[O-])ccc21
 : 3%	-13%	3%	-3%	-24%	1%	-1%	-16%	0
COc1ccc(CN(CC(O)COCc2ccccc2)S(=O)(=O)c2ccccc2Br)cc1OC (stereo not drawn)
 : -2%	0%	-2%	31%	-13%	14%	-3%	30%	-4
Cc1cc2c(cc(C(=O)N3CCC(C(=O)N4CCCC4)CC3)n2Cc2c(F)cccc2Cl)o1
 : 1%	-2%[57.1 µM]	1%	?	-16%	0%	-3%	-16%[57.1 µM]	0

Reprinted at random: 2 compounds from above, in no set order.
Sequence of screens: Vif-A3G inh	TrxR1 substrate	Vif-APOBEC3F blk	RGS4 inhibitor	USP1-UAF1 inh	IDH1 R132H inh	Glioma ERSR ind	rTrxR1 inhibitor	LDHA block
COc1ccccc1-n1ccnc1SCC(=O)NCc1ccco1
 : 4%	-13%	-1%	-43%	-1%	-6%	11%	7%[57.1 µM]	-7
COC(=O)CSc1nnc(-c2ccc(NS(=O)(=O)c3ccccc3)cc2)o1
 : -3%	10%[57.1 µM]	1%	-3%	-27%	3%	-16%	-2%	-7

Part of the list above, showing only IDH1 R132H inh, Vif-A3G inh and rTrxR1 inhibitor:
| smiles | IDH1 R132H inh | Vif-A3G inh | rTrxR1 inhibitor |
| --- | --- | --- | --- |
| COc1ccc(-c2cc(C(F)(F)F)nc(S(=O)(=O)CCCC(=O)Nc3cccnc3Cl)n2)cc1OC | 9% | 5% | -77% |
| Cc1cc2c(cc(C(=O)N3CCC(C(=O)N4CCCC4)CC3)n2Cc2c(F)cccc2Cl)o1 | 0% | 1% | -16%[57.1 µM] |
| CCn1c(=O)n(CC)c2cc([N+](=O)[O-])ccc21 | 1% | 3% | -16% |

The listing picks up; the 2 compounds before the break are reprinted first.
Sequence of screens: Vif-A3G inh	TrxR1 substrate	Vif-APOBEC3F blk	RGS4 inhibitor	USP1-UAF1 inh	IDH1 R132H inh	Glioma ERSR ind	rTrxR1 inhibitor	LDHA block
COc1ccc(CN(CC(O)COCc2ccccc2)S(=O)(=O)c2ccccc2Br)cc1OC (stereo not drawn)
 : -2%	0%	-2%	31%	-13%	14%	-3%	30%	-4
Cc1cc2c(cc(C(=O)N3CCC(C(=O)N4CCCC4)CC3)n2Cc2c(F)cccc2Cl)o1
 : 1%	-2%[57.1 µM]	1%	?	-16%	0%	-3%	-16%[57.1 µM]	0
Cc1ccc(NC(=O)NC(=O)N(C(C)C)S(=O)(=O)c2ccc(C)cc2)cc1
 : 0%	-7%	-1%	20%[11.4 µM]	-8%	-2%	15%	0%	-4
c1ccc(N2CCN(c3nc(NCc4ccco4)c4ccccc4n3)CC2)cc1
 : -6%	4%	-20%	-21%	-21%	-2%	-9%	-24%	0
COc1cccc(CNC(=S)NC2CC2)c1
 : 2%	-7%	11%	-17%	-6%	12%	-1%	3%[57.1 µM]	-7
Cc1cccc(-n2ccnc2SCC(=O)Nc2ccccc2C(F)(F)F)c1
 : -5%	-4%[57.1 µM]	5%	6%	-15%	-3%	-4%	18%[57.1 µM]	0
CCOc1ncccc1C(=O)Nc1cc(S(=O)(=O)N2CCCCC2)ccc1C
 : -3%	5%	-9%	9%	-6%	-11%	-5%	27%	-4&4
CCc1ccc(N2CC(C(=O)Nc3ccc(S(=O)(=O)Nc4nccs4)cc3)CC2=O)cc1 (stereo not drawn)
 : 1%	0%	7%	-3%	?	-13%	-2%	24%	-8
NC(N)=N/N=C/c1ccc(Cl)cc1Cl
 : 1%	5%[57.1 µM]	-1%	5%	16%	2%	-3%	-6%[57.1 µM]	-1&-9
CC(C)CN(C(=O)COC(=O)C1c2ccccc2Oc2ccccc21)C1CCS(=O)(=O)C1 (stereo not drawn)
 : -7%	-2%	-13%	-22%	-26%	1%	-3%	6%	-12
COc1ccc(C(=O)Nc2ccc(NC(C)=O)cc2)cc1S(=O)(=O)N(C)Cc1ccccc1
 : -9%	-6%	3%	21%	-20%	0%	-3%	3%	-14
COc1ccc(NC(=O)C(=O)c2cn(CC(=O)N3CCCC3)c3ccccc23)cc1
 : -57%	-11%	-1%	0%	-21%	4%	-2%	9%	2
CCOc1ccccc1NC(=O)C(NC(=O)C1CCC(C)CC1)C(C)C (stereo not drawn)
 : -3%	-2%	-1%	27%[11.4 µM]	1%	14%	-5%	11%	1
Cc1ccc(CONC(=O)c2ccc(OC(F)F)cc2)cc1
 : 0%	3%	-5%	5%	-22%	9%	6%	19%	0
COc1ccc2c(c1)C(=O)CC(c1ccccc1)O2 (stereo not drawn)
 : -5%	18%[57.1 µM]	-2%	12%	-1%	9%	5%	10%[57.1 µM]	-4
CCCCCCCCCn1c2c(c(=N)c3c1CCC3)CCC2
 : -10%	2%	-14%	-18%	-2%	1%	-13%	6%	-6
Cc1nn(-c2ccccc2)nc1CNC(=O)C1CC1
 : -5%	12%[11.4 µM]	2%	9%	0%	4%	4%	18%[11.4 µM]	-4
CC(=O)Oc1ccc2c(=O)c(-c3ccccc3)c(C)oc2c1
 : 0%	0%[57.1 µM]	-3%	2%	-9%	4%	-3%	-12%[57.1 µM]	-1
COc1ccc(C)c2sc(=NC(=O)c3cccc(N4C(=O)CCC4=O)c3)n(C)c12
 : -2%	38%[activator]	0%	-20%	-22%	9%	10%	28%	3
O=C(CSc1nc2ccccc2o1)Nc1ccc(N2CCOCC2)cc1
 : -3%	5%	-8%	6%	-3%	1%	1%	29%	-7
COc1ccc(CN(C)C(C)C(=O)Nc2ccc(S(=O)(=O)N3CCCCC3)cc2)cc1F (stereo not drawn)
 : 0%	-4%	9%	17%	-25%	10%	-1%	14%	-1

An excerpt; count on the stated rates, not on these rows.
